Source: PubChem BioAssay
PrPC surface inh: inhibitors of human cell surface prion protein PrPC. P04156. inhibition, % at 13.8 µM. TR-FRET read-out. actives 0.43% (n = 370,000); in the data active = inhibition above about 24%; note: 0% = median of the test wells and 100% = reference compound wells
BoNT F protease: blocks Botulinum neurotoxin F light chain protease; inhibition, % at 10 µM; Multiplex microsphere protease cleavage assay, flow cytometry; actives 0.22% (n = 360,000); in the data active = inhibition above about 35%, passing the limit was not always enough; inconclusive = no clear call, values can overlap the other calls; note: plate controls were buffer without enzyme for full effect and enzyme alone for no effect
MazF activator: activators of E. coli MazEF toxin-antitoxin RNase | FAM/BHQ RNA-DNA oligo cleavage fluorescence, 5 h | P0AE70 | actives 0.32% (n = 350,000) | AID 504720 | activation, % at 20 µM; in the data active = activation above about 50%
Target sequence (P0AE70 whole entry, looked up): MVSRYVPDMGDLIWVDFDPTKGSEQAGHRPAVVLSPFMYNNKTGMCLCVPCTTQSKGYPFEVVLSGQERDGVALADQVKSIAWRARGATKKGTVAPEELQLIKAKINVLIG
DUSP3 inh: blocks human VHR1 dual specificity phosphatase; inhibition, % at 13.3 µM; recombinant VHR phosphatase, pNPP absorbance; AID 1654; actives 0.52% (n = 290,000); in the data active = inhibition above about 50%; note: some compounds called inactive have numbers as strong as hits
Target sequence (P51452 whole entry, looked up): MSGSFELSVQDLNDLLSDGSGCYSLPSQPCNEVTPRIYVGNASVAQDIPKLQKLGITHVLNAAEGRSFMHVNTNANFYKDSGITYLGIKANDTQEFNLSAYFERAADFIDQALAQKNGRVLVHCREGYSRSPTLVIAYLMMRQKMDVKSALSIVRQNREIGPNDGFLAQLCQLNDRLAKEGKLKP
Anthrax LF prot: blocks Bacillus anthracis lethal factor protease; P15917; multiplex microsphere protease cleavage assay, LF; inhibition, % at 10 µM; actives 0.12% (n = 360,000); AID 588501; note: plate controls were buffer without enzyme for full effect and enzyme alone for no effect
Rv3671c inh: inhibitors of M. tuberculosis serine protease Rv3671c; P9WHR9; inhibition, % at 5.96 µM; actives 0.048% (n = 320,000); AID 2606; in the data active = inhibition above about 38%;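 note: extracellular domain of Rv3671c used as enzyme; 0% = enzyme with DMSO and 100% = no enzyme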
Target sequence (P9WHR9 whole entry, looked up, the tested form may be a part): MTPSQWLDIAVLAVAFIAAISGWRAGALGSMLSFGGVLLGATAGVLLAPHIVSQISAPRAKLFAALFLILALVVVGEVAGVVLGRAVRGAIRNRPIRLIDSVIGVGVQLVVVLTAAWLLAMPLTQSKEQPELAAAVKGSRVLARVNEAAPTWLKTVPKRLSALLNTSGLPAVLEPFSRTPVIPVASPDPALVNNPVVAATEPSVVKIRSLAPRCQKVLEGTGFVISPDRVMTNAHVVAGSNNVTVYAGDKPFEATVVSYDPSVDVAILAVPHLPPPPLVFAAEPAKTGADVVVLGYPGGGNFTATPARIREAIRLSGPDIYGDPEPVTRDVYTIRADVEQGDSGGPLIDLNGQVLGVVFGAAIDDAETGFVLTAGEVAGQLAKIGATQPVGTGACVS
SSB-PriA inh: inhibitors of Klebsiella pneumoniae PriA binding to SSB C-terminal tail | AlphaScreen SSBct-PriA binding, biotinylated peptide | inhibition, % at 33 µM | actives 0.6% (n = 430,000); in the data active = inhibition mostly above about 37%, no sharp cut-off; inactive = mostly below about 20%;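 note: plate controls were negative control peptide for no effect and reference peptide for full effect; strong numbers were not always called active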
SARS 3CLpro inh: SARS-CoV 3CLpro protease inhibition; P0C6X7; recombinant SARS-CoV 3CLpro, quenched FRET peptide cleavage; inhibition, % at 6 µM; actives 0.14% (n = 290,000); AID 1706; in the data active = inhibition above about 12%
CCHFV vOTU inh: CCHFV vOTU protease inhibition; inhibition, % at 11.5 µM; AID 651958; Pep-AMC fluorescence; actives 0.55% (n = 370,000); in the data active = inhibition above about 30%; note: 0% = vehicle wells with enzyme and 100% = no enzyme wells
BoNT A protease: blocks Botulinum neurotoxin A light chain protease; actives 0.17% (n = 360,000); multiplex microsphere protease substrate cleavage, flow cytometry; AID 588499; inhibition, % at 10 µM; note: plate controls were buffer without enzyme for full effect and enzyme alone for no effect
* marks the source's active call; other numbers are inactive results; ? = inconclusive; . = no result given; & = joins results of further samples. Cut-off read from the data, not from the text of the source, unless noted: active = inhibition above about 30%; inconclusive = no clear call, values can overlap the other calls; inactive = below that. This is a subset. The share of hits here may be higher or lower than overall.

no.	canonical_smiles	SSB-PriA inh	CCHFV vOTU inh	MazF activator	DUSP3 inh	BoNT A protease
1	COC(=O)[C@@H]1C[C@@]2(O)[C@H](O)[C@H](O)[C@H](O)C[C@H]2N1Cc1ccc(C(C)(C)C)cc1	-3.6	-0.9	6.2	18.7	-0.1
2	CN(C)CCCN(C(=O)c1ccc(C(=O)c2ccccc2)cc1)c1nc2c(F)cccc2s1	25.1	3.5&4.6	22.7	27.4	-1.5
3	O=C1OC(c2ccc3c(c2)OCO3)=N/C1=C\c1ccc(C(=O)O)cc1	-2.6	12.7	-17.3	26.3	0.6
4	CCOC(=O)N1CCN(C(=O)CSCc2ccc(Br)cc2)CC1	5.4	-5.4	10.0	-6.0	-1.2
5	CN(C)S(=O)(=O)c1cc(C(=O)O)c(NC2CCCCC2)cc1Cl	-2.9	9.8	3.4	-14.1	-2.0
6	N#Cc1nnn2c1nc(N)c1c(F)cccc12	-7.5	1.8	13.3	.	0.4
7	Cc1ccc(CNC(=O)Cn2ccc3cc(S(=O)(=O)N4CCCC4)ccc32)o1	-3.8	13.7	6.8	20.6	-1.4
8	CN(C)CCNS(=O)(=O)c1ccc(N2CCN(c3ccc(F)cc3)CC2)c([N+](=O)[O-])c1	21.7	-12.5	10.6	15.2	-0.2
9	O=C(NCC(c1ccco1)N1CCN(c2ccc(F)cc2)CC1)C(=O)NC1CCCC1 (centres undefined)	5.5	5.2	-6.8	.	-1.1
10	CC(C)C(=O)Nc1cccc(C(=O)Nc2nnc(C(C)C)s2)c1	-17.1	-2.8	5.3	11.8	-0.4
11	CSCCC(c1nnnn1-c1c(C)cccc1C)N1CCC2(CC1)C(=O)NCN2c1ccccc1 (centres undefined)	.	-0.1	.	.	0.3
12	Cc1ccc(C(=O)OCC(=O)c2ccc[nH]2)s1	-6.9	-8.6	8.2	10.2	0.2

no.	SARS 3CLpro inh	Anthrax LF prot	Rv3671c inh	PrPC surface inh	BoNT F protease
1	.	-2.0	-1.0	8.0	-1.5
2	-0.5	-7.3	-4.8	-4.0&-17.4	-5.4
3	-3.9	-11.8	-9.9	-1.4	-6.4
4	0.8	-6.4	-3.3	-3.2	-2.5
5	0.7	-4.9	4.0	5.0	-8.6
6	.	-1.9	-1.1	-4.0	-4.4
7	3.5	-4.1	1.6	2.8	4.0
8	6.1	0.1	-6.2	-48.3	-8.8
9	.	0.2	-4.7	-2.6	-0.9
10	2.0	-8.3	3.4	-2.0	-3.8
11	.	7.8	.	-2.0	10.8
12	3.8	0.9	-9.4	-9.5	3.0

Additional compounds:
no.	canonical_smiles	SSB-PriA inh	CCHFV vOTU inh	MazF activator	DUSP3 inh	BoNT A protease
13	O=C(COC(=O)Cn1cnc2ccccc2c1=O)Nc1ccc(Cl)c(C(F)(F)F)c1	-11.7	1.4	0.7	-0.1	0.1
14	O=C(c1cc(COc2cccc(C(F)(F)F)c2)on1)N1CCC(c2ccncc2)CC1	1.1	-0.3	-3.0	-15.5	-3.6
15	CCCCOc1ccc(OCCCN2CCOCC2)cc1	-4.4	0.8	1.3	-3.0	-0.6
16	CN(Cc1cnccn1)Cc1nc(Cc2cccc(F)c2)no1	-14.5	-1.6	13.2	13.4	-0.2
17	O=Cc1cccn1-c1c(C(=O)O)cnn1-c1ccccc1	-8.1	-14.1	6.9	6.2	-1.2
18	CCC(C)(C)C(=O)Nc1ccc(C(N)=O)cc1	-2.2	1.2	6.9	2.4	-0.1
19	O=C(OCC(=O)N1CCCc2ccccc21)c1cc(S(=O)(=O)N2CCOCC2)ccc1O	0.0	-6.0	3.4	.	-0.6
20	COC(=O)c1ccccc1OCc1cccc(C)n1	-4.7	0.0	1.5	-2.1	-0.6
21	COCC1CCN(C(=O)C2CCC(=O)N(CCc3cccc(F)c3)C2)CC1 (centres undefined)	2.5	4.0	-0.6	-5.5	-3.7
22	CCOc1ccc(C(=O)N[C@H](C(=O)O)C(C)C)cc1	-6.9	-0.7	5.9	11.6	-0.5
23	O=C(c1cccs1)N1CCN(Cc2cccnc2)CC1	2.7	-4.7	-0.8	-7.7	3.9
24	CC(=O)c1cccc(NC(=O)C2C(c3ccccc3)C2(Cl)Cl)c1 (centres undefined)	-15.4	13.7	0.8	2.1	-0.7

no.	SARS 3CLpro inh	Anthrax LF prot	Rv3671c inh	PrPC surface inh	BoNT F protease
13	1.6	-0.7	-8.0	-1.9	0.2
14	-5.1	3.1	5.4	16.3	-4.8
15	-0.3	-2.6	-0.9	0.5	-9.8
16	0.3	-4.9	3.9	-4.1	1.2
17	3.4	-10.0	-4.8	-8.0	-2.3
18	6.3	-0.2	-1.8	4.2	-4.5
19	.	-18.5	1.7	-4.6	-2.9
20	0.6	-4.4	-0.7	4.5	-5.0
21	-1.6	1.9	-4.5	-0.7	0.4
22	-1.6	-1.9	-1.3	6.4	1.2
23	.	-0.7	3.0	-3.6	3.1
24	7.4	3.0	0.4	2.0	-1.2

Remaining list, next part
no.	canonical_smiles	SSB-PriA inh	CCHFV vOTU inh	MazF activator	DUSP3 inh	BoNT A protease
25	O=C(Nc1ccc(Cl)cn1)c1cccnc1	-1.9	0.6	3.3	26.8	0.0
26	CS(=O)(=O)c1ccc(C(=O)N2CCN(C(=O)c3ccco3)CC2)cc1	-2.0	-3.0	1.0	.	0.0
27	O=C(NCCCN1CCOCC1)c1ccc(Cl)cc1[N+](=O)[O-]	-3.8	4.8	8.8	10.3	-0.4
28	COc1ccc([C@H]2CC(=O)C[C@@H](CCn3cc(-c4nccn4C)nn3)O2)cc1	.	1.9	.	.	-0.6
29	O=C(OCc1ccccc1Cl)c1cccnc1Cl	-57.2	0.7	-6.3	-6.4	-2.6
30	COc1ccc(S(=O)(=O)NC2CCCCCC2)c(OC)c1	-9.4	3.4	4.9	-4.4	-0.6
31	COc1ccc(NC(=O)c2cc(-c3ccc(F)cc3C)n[nH]2)cc1OC	.	7.6	.	.	-0.4
32	COc1ccc(NC(=S)N2CCN(c3ccccn3)CC2)cc1OC	-1.9	4.5	-3.1	-35.6	0.1
33	CCNC(=S)NNC(=O)C1CCN(Cc2ccccc2)CC1	2.8	-0.8	9.2	23.8	-0.1
34	Cc1ccc(C)c2nc3sc(C(=O)N4CCOCC4)c(N)c3cc12	-7.9	4.5	-1.7	0.9	5.2
35	O=C1NC(=O)/C(=C\c2ccc(Oc3ccc([N+](=O)[O-])cn3)cc2)S1	2.7	3.0	6.6	2.6	-1.8
36	CC(C)CC(C(=O)NCC1CCCO1)N(C(=O)Cn1nnc(-c2ccc(F)cc2)n1)c1cccc(C(F)(F)F)c1 (centres undefined)	-0.6	-8.9	-7.8	13.7	?

no.	SARS 3CLpro inh	Anthrax LF prot	Rv3671c inh	PrPC surface inh	BoNT F protease
25	-6.0	-3.2	-0.1	5.7	-2.5
26	.	-1.3	.	-7.9	-2.8
27	5.0	-9.3	3.0	-6.6	-1.3
28	.	-10.8	.	-7.5	5.7
29	4.4	-3.4	0.5	2.9	-2.0
30	0.1	-2.0	-1.6	-0.2	-0.4
31	.	-0.7	.	25.0*	-11.2
32	-0.5	-1.2	1.2	-3.1	-3.6
33	1.6	-1.7	2.3	-5.4	4.2
34	1.8	-0.9	9.4	-4.8	0.8
35	-0.4	-3.4	-3.8	-12.7	-3.8
36	-0.2	-0.7	-6.6	0.2	-1.6

Other compounds follow:
no.	canonical_smiles	SSB-PriA inh	CCHFV vOTU inh	MazF activator	DUSP3 inh	BoNT A protease
37	COc1ccc(-c2cc3c(=O)n(CC(=O)Nc4ccc(Cl)cc4)nc(C)n3n2)cc1	-0.4	3.1	-23.9	-8.2	-0.8
38	COC(=O)c1ccc(C(=O)OC)c(NC(=O)CSCc2ccc(Br)cc2)c1	-19.1	10.2	6.3	-12.1	-0.6
39	O=C(Nc1ccc(Cl)c(Cl)c1)N1CCOCC1	-0.1	18.1	3.7	18.9	-1.9
40	CC(=O)Nc1ccc(Oc2ccc([N+](=O)[O-])cc2Cl)cc1	-6.5	-9.3	-7.2	8.5	0.2
41	CCOC(=O)c1cn(Cc2cccc(C)c2)nn1	10.6	0.3	4.9	1.0	-1.6
42	Cc1snc(SCc2ccc(Cl)cc2)c1C#N	-3.9	1.9	-1.6	.	4.2
43	COc1ccc(NS(=O)(=O)c2cccc(NC(=O)COc3ccc(OC)cc3)c2)cc1	-11.5	-2.0	-1.8	-26.8	-0.9
44	CCOc1ccc(N2C(=O)C(C)CNC2=S)cc1 (centres undefined)	-2.7	8.2	1.7	.	0.2
45	Cc1ccccc1-n1c(SCC(=O)N2CCCCC2)nc(O)cc1=O	0.8	-5.4	-5.7	7.4	1.0
46	COC(=O)C1=CN(c2cc(C)cc(C)c2)C=C(C(=O)OC)C1c1cccc(F)c1	-5.1	-23.7	-6.5	10.5	-1.1
47	COC(=O)c1c(-c2ccc(OC)cc2)oc2ccc(-c3ccc(OC)nc3)cc12	2.1	6.3	4.5	36.0	-0.3
48	c1cncc(CNc2cccc(-c3nc4ccccc4[nH]3)c2)c1	5.0	-25.2	0.8	4.6	-0.7

no.	SARS 3CLpro inh	Anthrax LF prot	Rv3671c inh	PrPC surface inh	BoNT F protease
37	-0.9	-2.2	-5.1	-2.4	-4.5
38	-2.2	1.4	5.5	-4.2	-11.1
39	-1.7	-15.9	.	-1.6	?
40	-0.3	-1.0	2.6	-22.4	-7.7
41	5.5	2.6	-10.3	12.9	-25.4
42	2.8	20.7	-3.3	6.3	10.8
43	-2.1	0.8	-12.9	8.4	3.1
44	.	-4.6	.	-8.2	-2.7
45	3.1	0.2	.	1.2	2.4
46	8.8	-1.9	10.0	10.6	5.1
47	-2.0	-6.0	-6.6	-2.8	-2.7
48	-1.5	3.0	4.4	-0.2	-5.2

Given in transposed form: entries from further up.
42	Cc1snc(SCc2ccc(Cl)cc2)c1C#N
43	COc1ccc(NS(=O)(=O)c2cccc(NC(=O)COc3ccc(OC)cc3)c2)cc1
44	CCOc1ccc(N2C(=O)C(C)CNC2=S)cc1 (centres undefined)
45	Cc1ccccc1-n1c(SCC(=O)N2CCCCC2)nc(O)cc1=O
46	COC(=O)C1=CN(c2cc(C)cc(C)c2)C=C(C(=O)OC)C1c1cccc(F)c1
47	COC(=O)c1c(-c2ccc(OC)cc2)oc2ccc(-c3ccc(OC)nc3)cc12
48	c1cncc(CNc2cccc(-c3nc4ccccc4[nH]3)c2)c1
screen / no.	42	43	44	45	46	47	48
SSB-PriA inh	-3.9	-11.5	-2.7	0.8	-5.1	2.1	5.0
CCHFV vOTU inh	1.9	-2.0	8.2	-5.4	-23.7	6.3	-25.2
MazF activator	-1.6	-1.8	1.7	-5.7	-6.5	4.5	0.8
DUSP3 inh	.	-26.8	.	7.4	10.5	36.0	4.6
BoNT A protease	4.2	-0.9	0.2	1.0	-1.1	-0.3	-0.7
SARS 3CLpro inh	2.8	-2.1	.	3.1	8.8	-2.0	-1.5
Anthrax LF prot	20.7	0.8	-4.6	0.2	-1.9	-6.0	3.0
Rv3671c inh	-3.3	-12.9	.	.	10.0	-6.6	4.4
PrPC surface inh	6.3	8.4	-8.2	1.2	10.6	-2.8	-0.2
BoNT F protease	10.8	3.1	-2.7	2.4	5.1	-2.7	-5.2

Next compounds:
no.	canonical_smiles	SSB-PriA inh	CCHFV vOTU inh	MazF activator	DUSP3 inh	BoNT A protease
49	Cc1cc(OCC(=O)N2CCN(c3ccccc3)CC2)c2c(C)c(C)c(=O)oc2c1	-2.2	8.1	-6.3	-12.2	-1.5
50	CCN(CC)S(=O)(=O)c1ccc(NC(=S)NC(=O)CC(C)C)cc1	-7.8	7.1	3.4	-16.8	0.5
51	CN1CC(=O)N(CC(=O)Nc2cccc3ccccc23)C1=O	-5.8	-3.9	7.6	.	3.0
52	CC1(C)Nc2ccccc2N(CCC(=O)N2CCOCC2)C1=O	-8.7	3.6	-4.9	22.5	-0.4

no.	SARS 3CLpro inh	Anthrax LF prot	Rv3671c inh	PrPC surface inh	BoNT F protease
49	1.2	-1.1	2.8	9.2	-2.1
50	4.8	0.2	-3.2	6.8	1.6
51	.	0.6	7.8	-1.3	-10.2
52	3.1	1.7	-5.6	1.6	2.0
